# pAkt inh: blocks phosphorylation of Akt. AID 651550. activity change, % for hits at 50 µM. 360,000 compounds, 0.32% hits. Neuro2A IGF-stimulated pAkt S473 HTRF, 20 min; active compounds read low; in the data active means activity change below about -80%; inconclusive means mostly about -51% to -80%; further: on the % scale 0 is the no-effect control and ±100 the full control effect
#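 Single-point screen (50 µM final compound) in Neuro2A cells stimulated 20 min with 6 nM IGF at 37 deg C. After lysis, Ser473-phosphorylated Akt read by HTRF (ex 330 nm, em 615/665 nm) as the 665/615 ratio.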
# Nrf2 activator: activates Nrf2 signaling | AREc32 ARE-luciferase reporter (MCF7-derived line), luminescence, 24 h | Potency, µM (highest dose often 46.1 µM), for the others: at the highest dose activation, hits mostly activators | 410,000 compounds, 0.31% hits | AID 624171; further: potency means the concentration at half of the fitted maximal effect; % of control where 0% means no effect; nearly all actives have a fitted effect of over 65% in size
#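 Steps: seed AREc32_Fluc cells (1000/well, 5% FBS OPTI-MEM); incubate overnight at 37 deg C; add 23 nL compound; incubate 24 hr; add Steady-Glo; hold 30 min RT; read luminescence.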
# TGFb SMAD3 inh: TGF-b pathway inhibition; HepG2 CAGA-GFP TGF-b/SMAD3 reporter, GFP fluorescence, 18 h; TGF-beta stimulated, 500 pg/mL final; Potency, µM (doses to about 46.1 µM), inactives show at the top dose activity, negative = inhibition, hits mostly inhibitors; 410,000 compounds, 1.2% hits; AID 588855; further: potency means the concentration at half of the fitted maximal effect; on the % scale 0 is the no-effect control and ±100 the full control effect; nearly all actives have a fitted effect of over 65% in size
#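 Inhibition of TGF-beta-driven CAGA-GFP reporter expression in HEPG2 cells is measured by cellular GFP fluorescence after 18 h stimulation with 500 pg/mL recombinant TGF-beta in 1% FBS medium at 37 degrees C.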
# Nrf2 block: Nrf2 pathway inhibition; 360,000 compounds, 2.1% hits; A549 ARE-Fluc reporter, luciferase luminescence, 18-24 h; Potency, µM (top dose mostly 46 µM), for the others: at the highest dose activity change, negative = inhibition, usual class: inhibitors; further: potency means the concentration at half of the fitted maximal effect; on the % scale 0 is the no-effect control and ±100 the full control effect; nearly all actives have a fitted effect of over 60% in size
#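 In this cell-based qHTS, ARE-driven firefly luciferase in A549 cells reports Nrf2 activity; the luminescent signal after BugLite lysis is the measured value, with a prior CellTiter-Fluor read for cell health.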
# MmCpn inh: inhibitors of Methanococcus maripaludis chaperonin (MmCpn) | purified Mm-Cpn ATPase, ADP Transcreener TR-FRET | Potency, µM (top dose mostly 76.9 µM), for inactives: at the highest dose activity, negative = inhibition, usual class: inhibitors | 330,000 compounds, 0.031% hits; further: potency means the concentration at half of the fitted maximal effect; on the % scale 0 is the no-effect control and ±100 the full control effect; nearly all actives have a fitted effect of over 80% in size
#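 ATPase turnover read by TR-FRET ADP competition (Eu cryptate antibody/ADP-d2, 665/590 nm): 10uM ATP final, 25nM Mm-CPN final, 30 min 37degC after 10-min compound preincubation, pH 7.4 Tris/KCl/MgCl2/DTT buffer.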
# A549 viability: counter-screen for Nrf2 inhibitors: cytotoxicity in A549 cells; 390,000 compounds, 0.16% hits; Potency, µM (titrated, usually from 46 µM), for inactives: at the highest dose activity change, negative = cytotoxicity, actives largely listed as inhibitors; A549 ARE-Fluc cells, CellTiter-Fluor viability, 18-24 h; further: potency means the concentration at half of the fitted maximal effect; on the % scale 0 is the no-effect control and ±100 the full control effect
#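 Cytotoxicity counterscreen: CellTiter-Fluor fluorescence was measured in A549 ARE_Fluc cells after 18-24 h of compound exposure in a concentration series. The subsequent BugLite luminescent read reports ARE-luciferase activity.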
# EPAC2 agonist: EPAC2 (human) agonism; Q8WZA2; 360,000 compounds, 0.079% hits; Potency, µM (doses to about 154 µM), without a hit: top-dose activation, usual class: activators; EPAC2 activation, biochemical qHTS; response scale: 100% = 6.5 mM cAMP response; further: potency means the concentration at half of the fitted maximal effect; nearly all actives have a fitted effect of over 50% in size
# Target sequence (Q8WZA2 whole entry, looked up): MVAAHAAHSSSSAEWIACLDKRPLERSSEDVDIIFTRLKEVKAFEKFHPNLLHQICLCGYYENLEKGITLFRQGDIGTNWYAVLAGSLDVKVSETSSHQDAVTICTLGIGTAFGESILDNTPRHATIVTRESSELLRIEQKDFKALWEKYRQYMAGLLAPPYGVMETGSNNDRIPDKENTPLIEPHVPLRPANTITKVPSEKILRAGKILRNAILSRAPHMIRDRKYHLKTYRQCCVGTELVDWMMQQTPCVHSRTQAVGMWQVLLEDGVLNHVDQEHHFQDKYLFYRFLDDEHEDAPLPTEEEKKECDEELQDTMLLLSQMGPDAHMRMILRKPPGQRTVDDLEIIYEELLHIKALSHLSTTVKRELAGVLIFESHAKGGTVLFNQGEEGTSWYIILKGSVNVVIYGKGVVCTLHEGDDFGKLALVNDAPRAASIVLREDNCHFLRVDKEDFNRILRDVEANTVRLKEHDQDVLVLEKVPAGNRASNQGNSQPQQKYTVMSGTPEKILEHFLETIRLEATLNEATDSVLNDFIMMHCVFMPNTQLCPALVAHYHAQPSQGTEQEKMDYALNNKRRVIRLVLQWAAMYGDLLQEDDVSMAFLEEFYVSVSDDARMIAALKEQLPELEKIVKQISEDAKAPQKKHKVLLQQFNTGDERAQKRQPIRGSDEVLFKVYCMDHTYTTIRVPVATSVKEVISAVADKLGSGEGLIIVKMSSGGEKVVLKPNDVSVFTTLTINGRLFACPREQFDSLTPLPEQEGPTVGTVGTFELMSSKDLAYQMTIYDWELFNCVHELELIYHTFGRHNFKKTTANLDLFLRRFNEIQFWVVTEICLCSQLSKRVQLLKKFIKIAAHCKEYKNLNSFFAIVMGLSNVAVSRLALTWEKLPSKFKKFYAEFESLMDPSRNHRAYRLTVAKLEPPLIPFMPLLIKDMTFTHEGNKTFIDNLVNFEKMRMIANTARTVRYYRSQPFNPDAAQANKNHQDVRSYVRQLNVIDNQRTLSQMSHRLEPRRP
#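 In this primary screen, activation is scored as increased exchange of BODIPY-GDP from Rap1B by 100 nM EPAC2, with 50 uM GDP as competitor. Signal is normalized to the 6.5 mM cAMP agonist control.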
# CCT chaperon mod: changes cytosolic chaperonin activity. activity change, % (no concentration beside the values), hits read low. purified chaperonin ATPase assay, HTRF ADP detection, 30 min. AID 651819. 360,000 compounds, 0.3% hits; in the data active means activity change below about -30%; further: on the % scale 0 is the no-effect control and ±100 the full control effect
#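 TRiC at 40 or 20 nM final (batch-dependent) in 30 mM Tris pH 7.4, 100 mM KCl, 5 mM MgCl2, 1 mM DTT, with compound at single 76 uM and 10 uM ATP, 30 min at 37 deg C. ADP detected by HTRF Transcreener, 665/615 ratio.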
# EPAC2 antagonist: blocks human EPAC2 exchange factor; AID 720708; 360,000 compounds, 0.18% hits; EPAC2 GEF exchange of Rap1B-BODIPY-GDP, fluorescence; Potency, µM (top dose mostly 114 µM), for the others: at the top dose activity, negative = inhibition, usual class: inhibitors; Q8WZA2; further: potency means the concentration at half of the fitted maximal effect; on the % scale 0 is the no-effect control and ±100 the full control effect; nearly all actives have a fitted effect of over 45% in size; many of its hits are not listed in these tables
# * hit, by the source's call; i = inactive; ? = inconclusive; . = not tested or not shown; & = joins results of further samples; ! = not confirmed by another sample; [ ] = remark or other dose. Unless noted, the call rests on the fitted dose curve; in most records, active means well fitted curve in the direction sought with a large enough effect; inconclusive means small, poorly fitted or top-dose-only effect, or another doubt; inactive means no such curve, though single readings can be large; an effect the other way counts as inactive or inconclusive. Some of the compounds tested; the hit share may differ from the screen's.
SMILES,pAkt inh,Nrf2 activator,TGFb SMAD3 inh,Nrf2 block,MmCpn inh,A549 viability,EPAC2 agonist,CCT chaperon mod,EPAC2 antagonist
CC1CCCN(C(=O)COC(=O)CSc2ccc(C(N)=O)cc2[N+](=O)[O-])C1 (stereo not given),i,-0.7%,-15%,7%,-3%,-2%,4%,-1.6,-4%
CN1CCN(C2=C(NS(=O)(=O)c3ccccc3)C(=O)c3ccccc3C2=O)CC1,i,-0.2%,?,?,0%,-19%,-1%,-1.9,-17%
CC(C)CCNC(=O)c1ccc2c(c1)N(Cc1ccccc1F)C(=O)c1ccccc1S2=O (stereo not given),.,3.5%,-3%,?,.,-15%,.,.,.
Cc1ccc(CNc2nc3cc(-c4ccccc4)sc3c(=O)n2C)c(C)c1,.,0.2%,?,.,.,.,9%,-0.2,-18%
CC(C)(C)C(=O)Nc1nnc(Cc2ccccc2)s1,i,0.8%,2%,.,?,8%,-7%,-3.6,-5%
CCOC(=O)c1cccc(NC(=O)c2cc3c(Cl)nc4ccc(C)cc4c3s2)c1,.,-0.2%,4%,?,.,14%,.,.,.
CCNC(=S)N1CCN(c2nc(-c3ccc(F)cc3)cs2)CC1,i,0.7%,-26%,18µM*,-7%,3%,22%,-8.1,0%
CCSc1nc(N)c(C#N)c(-c2ccco2)c1C#N,i,11%,21%,?,-7%,-2%,12%,-0.6,23%
CC(=O)c1sccc1NC(=O)CC(C)(C)CC(=O)O,i,-0.6%,33%[activator],8%,-5%,13%,6%,-3.8,1%
Cc1ccc(S(=O)(=O)N[C@H](C(=O)OCC(=O)NC(=O)NCc2ccco2)C(C)C)cc1,i,20%,2%,?,1%,4%,0%,0.8,-14%
Fc1ccccc1/C=N/Nc1ncnc2nc[nH]c12,i,26%,-45%,0%,-1%,0%,14%,-24,9%
N#Cc1ccccc1S(=O)(=O)N1CCN(CC(O)COc2ccccc2F)CC1 (stereo not given),i,2.6%,-6%,3%,-3%,4%,7%,-0.8,1%
O=C(O)CC/C(=N\NC(=O)c1ccccc1)c1cccs1,i,2.4%,0%,17%,0%,-8%,-2%,2.0,-1%
CC1=C(c2ccc(C)c(C)c2)S(=O)(=O)N(Cc2ccc(C(=O)NCc3cccc(C)c3)cc2)C1=O,.,0.4%,0%,-12%,.,10%,.,.,.
COc1ccc(-n2cnnc2SCC(=O)N2CCN(S(=O)(=O)c3ccccc3)CC2)cc1,i,-1.3%,10%,14%,1%,5%,-1%,-1.6,-13%
COc1cc(Cl)c(C)cc1NC(=O)CCc1nc2cccnc2n1-c1ccccc1,.,-1.1%,-8%,-7%,.,2%,.,.,.
COc1ccc(N2CCN(C(=O)CSc3nnc(CNc4ccccc4)o3)CC2)cc1,i,0.0%,0%,-5%,0%,6%,10%,-4.6,-5%
NS(=O)(=O)c1ccc(N/N=C/c2ccccc2C(=O)O)c([N+](=O)[O-])c1,i,0.4%,3%,-16%,-4%,?,6%,-0.5,-6%
O=C(c1ccc2nc(Cc3ccccc3F)oc2c1)N1CCCC1,i,17%,-16%,?,-2%,-7%,4%,-1.7,1%
CCOC(=O)N1CCc2c(sc3c2c(=O)n(-c2ccc(CC)cc2)c(=O)n3CC(=O)NCC2CCCO2)C1 (stereo not given),i,0.0%,-6%,7%,-1%,7%,-11%,1.0,2%

# 4 compounds drawn at random from those above:
SMILES,pAkt inh,Nrf2 activator,TGFb SMAD3 inh,Nrf2 block,MmCpn inh,A549 viability,EPAC2 agonist,CCT chaperon mod,EPAC2 antagonist
NS(=O)(=O)c1ccc(N/N=C/c2ccccc2C(=O)O)c([N+](=O)[O-])c1,i,0.4%,3%,-16%,-4%,?,6%,-0.5,-6%
CC1CCCN(C(=O)COC(=O)CSc2ccc(C(N)=O)cc2[N+](=O)[O-])C1 (stereo not given),i,-0.7%,-15%,7%,-3%,-2%,4%,-1.6,-4%
Cc1ccc(S(=O)(=O)N[C@H](C(=O)OCC(=O)NC(=O)NCc2ccco2)C(C)C)cc1,i,20%,2%,?,1%,4%,0%,0.8,-14%
CC(C)CCNC(=O)c1ccc2c(c1)N(Cc1ccccc1F)C(=O)c1ccccc1S2=O (stereo not given),.,3.5%,-3%,?,.,-15%,.,.,.

# (cont.)
SMILES,pAkt inh,Nrf2 activator,TGFb SMAD3 inh,Nrf2 block,MmCpn inh,A549 viability,EPAC2 agonist,CCT chaperon mod,EPAC2 antagonist
COCCNC(=O)C(c1ccc(Cl)cc1)N(Cc1ccco1)C(=O)CCC(=O)Nc1ccccn1 (stereo not given),i,-0.1%,7%,3%,2%,-6%,0%,-0.5,3%
COc1ccc(C(=O)O/N=C2\CCS(=O)(=O)c3sccc32)cc1,i,5.4%,21%,4%,1%,5%,0%,-0.3,-2%
CN(CC(=O)Nc1ccccc1Cl)C(=O)COC(=O)c1ccccc1[N+](=O)[O-],i,-0.4%,0%,10%,-1%,-5%,10%,-2.4,-3%
CNc1nc(OC)nc(N(C#N)CN2C(=O)c3ccccc3S2(=O)=O)n1,i,4.5%,-21%,4%,3%,3%,0%,-0.2,-3%
Cc1cccc(N2CCN(C(=O)c3ccc(CS(=O)c4cccc(Cl)c4)o3)CC2)c1C (stereo not given),.,0.1%,?,?,.,-15%,.,.,.
Cc1[nH]c(=O)[nH]c(=O)c1S(=O)(=O)N1CCC(C(=O)NC(C)c2ccccc2)CC1 (stereo not given),i,-0.7%,-11%,7%,-1%,0%,12%,-0.9,-3%
Cc1ccc2nc(CN(C)C(=O)[C@H]3O[C@@H](n4ccc(N)nc4=O)[C@H](O)[C@@H]3O)[nH]c2c1,i,-0.2%,4%,.,.,.,9%,-0.2,17%
Nc1nc(SCc2ccccc2)n[nH]1,i,-0.4%,17%,?,1%,0%,5%,-1.1,6%
O=C(Cc1ccccc1F)c1ccc(O)cc1O,i,2.4%,9%,-18%,-1%,0%,3%,-0.5,-8%
O=C(NCC(=O)N1CCC2(CC1)NCCc1[nH]cnc12)c1ccc2ccccc2c1,i,0.1%,0%,-5%,1%,3%,0%,0.0,5%
CCC(C)n1c(=O)c2sccc2n2c(CCCC(=O)Nc3ccc(F)cc3)nnc12 (stereo not given),.,0.8%,?,-10%,.,-2%,.,.,.
O=C(N/N=C/c1cccnc1)c1ccc(O)cc1,i,0.0%,0%,4%,-1%,-13%,17%,-3.3,-4%
C#CCOCCOCCOCCNc1nc(N2CCN(C(=O)Cn3cc(CCCCN)nn3)CC2)nc(N2CCN(C(=O)[C@H]([C@@H](C)CC)n3cc(CCCN=C(N)N)nn3)CC2)n1,i,-1.2%,6%,12%,1%,1%,2%,-2.3,26%
CCC1(c2ccccc2)NC(=O)N(CC(=O)Nc2ccc3c(c2)OCO3)C1=O (stereo not given),.,-0.4%,-1%,.,1%,2%,0%,1.3,6%
O=C1C(C=Nc2ccccc2)=C(O)c2ccccc21,i,?,5%,5%,-12%,0%,4%,-2.8,-7%
CC(NC(=O)CN1C(=O)c2cccnc2Oc2ccc(Cl)cc21)c1ccccc1 (stereo not given),.,0.5%,-39%,19%,.,9%,.,.,.
CN1CCN(c2ccccc2NC(=O)c2ccc(-c3ccc(Br)cc3)o2)CC1,i,-0.6%,-5%,-2%,-3%,-11%,-10%,-0.5,-2%
CCS(=O)(=O)c1ncc(N(Cc2ccccc2)Cc2ccco2)c(C(=O)Nc2ccc(C)c(C)c2)n1,.,2.9%,0%,-11%,.,3%,.,.,.
COc1ccccc1N1CCN(C2CC(=O)N(c3ccc(F)cc3)C2=O)CC1 (stereo not given),i,0.0%,-4%,-2%,0%,-7%,7%,-0.3,0%
O=C(c1ccc(F)cc1)N1CCC(C(=O)N2CCN(c3ncccn3)CC2)CC1,i,0.0%,1%,5%,-19%,-1%,14%,-1.3,-5%
CC(=O)c1cccc(NC(=O)c2ccc(-n3cncn3)c3ccoc23)c1,i,0.7%,2%,.,.,.,0%,1.4,28%
COc1ccccc1NC(=O)COc1ccc(-c2nn(C)c(=O)c3ccccc23)cc1,i,4.3%&0.9%,7.9µM*!,?,-1%,-7%&2%,-1%,-0.1,-18%
Nc1nc(-c2ccc3c(c2)OCCO3)c(CC(=O)O)s1,i,2.7%,2%,16%,-8%,-1%,-4%,-2.2,11%
Cc1cc(C)nc(-n2nc(C)c3c2NC(=O)CC3c2cc(F)ccc2F)n1 (stereo not given),.,4.7%,8%,3%,.,4%,.,.,.
COc1cc(OC)nc(Oc2cccc(C(F)(F)F)c2)n1,i,-1.8%,0%,1%,1%,6%,-1%,-1.4,-7%
Cc1ccc(NC(=O)CN2C(=O)C3CC=C(Cl)CC3C2=O)cc1 (stereo not given),i,-0.5%,8%,23%,1%,2%,8%,-1.8,0%
Cn1ncc(Cl)c1C(=O)N/N=C/c1cccc(OC2CSC2)c1,i,-0.2%,-1%,3%,-5%,4%,0%,-1.7,-17%
CCOC(=O)C1=C(N)OC2=C(C(=O)CCC2)C1c1ccccc1OCC (stereo not given),.,-0.2%,-8%,3%,1%,1%,2%,0.5,5%
CC(CC(=O)NCc1ccccc1)C1CCCO1 (stereo not given),i,3.0%,22%,.,1%,-1%,3%,1.2,1%
CSCCC(NC(=O)c1ccccc1Cl)C(=O)N1CC(C)OC(C)C1 (stereo not given),i,-0.5%,3%,8%,1%,-9%,2%,1.1,7%
CC(=O)Nc1ccc(S(=O)(=O)Nc2ccc(NC(=O)c3ccco3)cc2)cc1,i,0.2%,2%,?,-1%,-3%,13%,-0.8,-8%
COCc1[nH]nc2c1C(c1cccc(OC)c1)C(C#N)=C(N)O2 (stereo not given),i,-0.8%,-4%,.,3%,-1%,-1%,0.1,19%
CCOC(=O)C1=C(C)NC(=S)NC1C (stereo not given),i,4.0%,0%,-7%,4%,2%,8%,2.9,10%
